HGIII-sPLA2 inh: Blocks human group III sPLA2 activity; Q9NZ20; QFRET BODIPY PC-A2 liposome hydrolysis, fluorescence; inhibition, % at 12.2 µM; 370,000 tested, 0.56% active;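 active = inhibition above mean plus 3 SD of compounds lying within the high and low control bounds, cut at about 19% in these data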;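 also: 0% = median of test compound wells and 100% = no enzyme DMSO wells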
ASAP1 GAP inh: blocks human ASAP1-stimulated Arf1 GTP hydrolysis. Q9ULH1. GDP FP detection. inhibition, % at 16.5 µM. 360,000 tested, 0.19% active; in the data active = inhibition above about 25%;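 also: 0% = vehicle with enzyme and substrate and 100% = no enzyme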
Target sequence (Q9ULH1 325-724 limits assumed): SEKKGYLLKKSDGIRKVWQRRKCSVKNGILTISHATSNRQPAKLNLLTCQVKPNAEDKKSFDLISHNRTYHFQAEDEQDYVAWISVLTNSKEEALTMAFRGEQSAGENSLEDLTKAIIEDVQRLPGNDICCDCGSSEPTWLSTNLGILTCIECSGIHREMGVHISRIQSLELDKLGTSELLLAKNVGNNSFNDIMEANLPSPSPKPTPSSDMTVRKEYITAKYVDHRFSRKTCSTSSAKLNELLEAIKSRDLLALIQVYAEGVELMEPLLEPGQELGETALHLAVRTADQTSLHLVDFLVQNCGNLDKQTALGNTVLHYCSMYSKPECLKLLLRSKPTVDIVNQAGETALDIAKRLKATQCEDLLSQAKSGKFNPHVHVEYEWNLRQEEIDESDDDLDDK
proKLK7 act: activates the human kallikrein-7 zymogen; P49862; purified proKLK7, EDANS-DABCYL substrate fluorescence; 100% is mature enzyme control, 0% vehicle; 370,000 tested, 0.9% active; activation, % at 7 µM;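 active = activation above the mean of all tested compounds plus 3 SD, computed per campaign excluding outliers beyond control limits, cut at about 13% in these data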
Target sequence (P49862 whole entry, looked up): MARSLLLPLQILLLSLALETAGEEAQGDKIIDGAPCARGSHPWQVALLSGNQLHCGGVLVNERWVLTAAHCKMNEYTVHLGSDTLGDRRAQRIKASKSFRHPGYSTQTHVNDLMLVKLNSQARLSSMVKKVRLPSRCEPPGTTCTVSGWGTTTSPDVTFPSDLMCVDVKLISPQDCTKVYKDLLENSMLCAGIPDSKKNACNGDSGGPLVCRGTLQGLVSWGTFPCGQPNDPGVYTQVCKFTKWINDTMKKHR
Tn7 DDE FP: DD(E)-Tn7 binding inhibition, primary FP screen | P02675 | FP displacement of FITC-Tn7 peptide from fibrin DD(E); 0% = median of compound wells per plate | inhibition, % at 8.3 µM | 370,000 tested, 0.13% active;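 active = inhibition above the mean of compounds falling within the control limits plus 3 SD of them, cut at about 14% in these data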;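 also: 0% = plate median of compound wells and 100% = 10 µM Aha-Tn7 peptide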
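System: human fibrin DD(E); quantity: Fibrin-DD(E) at 2 µM final; also added: fluorescent Tn7 probe at 0.1 µM; compound dosing: single nominal test concentration of 8.3 µM per compound; schedule: 10 min preincubation, 3 h with tracer, room temperature; detection: fluorescence polarization of the labelled Tn7 tracer; repeats: one replicate per compound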
PLC-gamma1 inh: inhibitors of human phospholipase C gamma1; P19174; purified PLC-gamma1, fluorogenic substrate, fluorescence; inhibition, % at 12.2 µM; 370,000 tested, 0.84% active; in the data active = inhibition above about 9.5%
UHRF1 binding: UHRF1 methyl-DNA binding inhibition; Q96T88; UHRF1 binding to methylated oligo, TR-FRET; inhibition, % at 4.4 µM; 370,000 tested, 0.75% active; in the data active = inhibition above about 21%;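 also: UHRF1 SRA domain binding a hemimethylated CpG hairpin DNA probe; 0% = median of test compound wells and 100% = reference inhibitor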
PLCb3 inh: inhibitors of human phospholipase C beta3 | Q01970 | Purified PLC-beta3, fluorogenic substrate, fluorescence | inhibition, % at 12.2 µM | 370,000 tested, 0.18% active | AID 720704; in the data active = inhibition above about 11%;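 also: 0% = median of compound wells on plate and 100% = full blocker control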
Rev-erbA mod: modulates human Rev-erb alpha binding to DNA | 370,000 tested, 0.79% active | Rev-erbα–FITC-DNA binding, fluorescence polarization, 90 min | activity, % at 10 µM | P20393;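 active = activity above about 14%, limit read from the data; passing the limit was not always enough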;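 also: 0% = DMSO wells with 35 nM protein and 100% = DMSO wells with 750 nM protein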
ARFGAP1 inhibitor: inhibitors of rat ARFGAP1; inhibition, % at 16.5 µM; 360,000 tested, 0.26% active; Q62848; Arfgap1-stimulated ARF1 GTP hydrolysis, GDP FP detection;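 active = inhibition above a per-plate limit, mean inhibition of low control wells plus 3 SD, cut at about 25% in these data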;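 also: 0% = DMSO wells with enzyme and 100% = wells lacking Arfgap1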
Target sequence (Q62848 1-136 limits assumed): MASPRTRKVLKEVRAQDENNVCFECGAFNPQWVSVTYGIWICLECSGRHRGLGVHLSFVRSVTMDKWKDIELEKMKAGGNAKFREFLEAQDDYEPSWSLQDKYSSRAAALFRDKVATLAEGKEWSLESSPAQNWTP
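Assay system: Rat Arfgap1 GAP domain (His6, aa 1-136), purified enzyme | Buffer or medium: HEPES 25 mM pH 7.5, NaCl 150 mM, MgCl2, DTT | Schedule: GTP hydrolysis reaction 2 h at 25 °C | Signal: FP of antibody-bound GDP Alexa 633 tracer, ex 620/em 688 nm | Measure: Percent inhibition of Arfgap1-stimulated GTP hydrolysis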
Tn6 DDE FP: inhibitors of Tn6 peptide binding to human fibrin DD(E); inhibition, % at 8.3 µM; 370,000 tested, 0.21% active; AID 720509; Fibrin DD(E) TRITC-Tn6 fluorescence polarization displacement; P02675;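 active = inhibition above a per-campaign cutoff: mean of compounds within control limits plus 3 SD, cut at about 15% in these data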;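 also: 0% = median of all compound wells on the plate and 100% = blocking peptide control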
Active calls of the source: *; i = inactive; · = no result given.

HGIII-sPLA2 inh	ASAP1 GAP inh	proKLK7 act	Tn7 DDE FP	PLC-gamma1 inh	UHRF1 binding	PLCb3 inh	Rev-erbA mod	ARFGAP1 inhibitor	Tn6 DDE FP	SMILES
0	-2	0.8	0	0	0	-6	0	1	5	COc1ccccc1C(=O)n1nc(-c2ccco2)nc1SC
3	-11	0.7	6	6	3	2	1	10	-6	CCOc1ccc(S(=O)(=O)NCc2csc(C)n2)cc1
4	-2	82*	-2	i	-5	i	-2	5	2	Cc1cc(=O)c2c(N(C)C)cccc2[nH]1
8	-8	-0.1	6	-2	-3	0	3	17	0	C[C@H](CO)N1C[C@H](C)[C@@H](CN(C)S(C)(=O)=O)Oc2c(NC(=O)Nc3ccc4c(c3)OCO4)cccc2C1=O
-3	12	0.1	3	-1	0	-8	6	-2	4	O=C(O)Cn1c(SCCOc2ccc(Cl)cc2)nc2ccccc21
-8	-3	0.2	-4	-1	-1	4	-1	18	9	COc1cccc(C2=NOC(C(=O)Nc3ccc(C(C)=O)cc3)C2)c1 (centres undefined)
-43	-5	-0.1	-1	3	4	2	-2	0	-2	C=CCC[C@H](Cc1ccc(F)cc1)C(=O)OC[C@@H](C)NC(=O)[C@@H](CC=C)CC(=O)N[C@H](CO)Cc1ccccc1
5	1	0.1	-2	3	1	-3	-3	-1	6	Cc1cc(N2CCN(Cc3cn(C)nc3-c3ccccc3F)CC2)cc(C)n1
1	17	0.2	-3	1	2	2	-11	-9	-2	O=C(CCS(=O)(=O)c1ccccc1)Nc1nccs1
4	-5	0.3	1	-5	-2	-45	12	11	6	O=CN1CCN(C(C(=O)NC2CCCCC2)c2cc3c(cc2[N+](=O)[O-])OCO3)CC1 (centres undefined)
0	10	0.2	1	-1	2	2	-7	-8	8	CCOC(=O)C1=C(OCc2ccc(Cl)cc2)C2C=C(C)C=CC2N=C1 (centres undefined)
1	11	-0.3	-1	-2	-2	2	-4	8	1	O=C(/C=C/c1ccccc1)NC1CCSC1=O (centres undefined)
0	-4	0.6	-4	4	0	-5	2	12	3	CC(=O)Nc1ccc(S(=O)(=O)N(C)CC(=O)OCC(=O)N2CCCCCC2)cc1
-5	1	0.0	3	-6	-1	-5	4	1	-9	COc1ccc2sc(-c3ccccc3OC)c(-c3ccc4c(c3)OCCO4)c2c1
10	-2	-0.6	1	-1	3	-27	-3	9	2	Cc1cccc(NC(=S)Nc2ccc(Oc3ccccc3)cc2)n1
7	2	0.6	8	-1	0	-6	0	0	6	CC1CCCN(C(=O)CN2C(=O)CSc3ccc(S(=O)(=O)N4CCOCC4)cc32)C1 (centres undefined)
-5	2	-0.1	9	1	2	-2	2	-8	1	c1ccc(Cn2cc(CN3CCCCO3)c(-c3ccc4c(c3)OCO4)n2)cc1
-29	2	-0.1	-1	0	-1	-7	-2	14	1	Cc1cc(Nc2nnnn2-c2ccccc2)n(-c2ccc(Cl)cc2)n1
4	·	0.3	1	0	1	0	1	·	3	CCCC(=O)N1CCC[C@]2(CC[C@@H](CCC(C)=O)O2)C1
-13	-7	-0.3	0	2	-3	-9	-2	2	1	NNC(=O)[C@H](Cc1ccccc1)NC(=O)Nc1ccc2c(c1)OCCO2
-36	-4	-1.2	-6	-56	-5	-72	-2	16	1	Cc1ccc(CNc2nc(-c3cccs3)nc3ccccc23)cc1
8	-2	0.0	5	-1	3	-4	-1	3	5	CCN(CC)c1ccc(C(=O)OCC(=O)N(C(C)C)C(C)C)cc1
2	-3	-0.3	0	-1	0	-9	1	2	-2	CCNC(=S)N1CCc2cc(OC)c(OC)cc2C1COc1ccc(F)cc1 (centres undefined)
4	2	0.6	3	3	-1	-5	-1	3	-6	COc1ccc(C(=O)NNC(=O)CSc2nnnn2C)cc1
-3	-6	-0.7	1	2	2	-1	-4	-9	-3	O=C(CSCC(=O)Nc1nccs1)Nc1ccccc1
-11	-1	0.5	-5	-8	-3	-10	-8	-11	5	N#CCC(=O)Nc1ncn(Cc2ccccc2Cl)n1
24*	13	-0.2	-7	-5	3	-7	1	4	-6	O=[N+]([O-])c1ccccc1CNC(Cc1ccccc1)c1ccccc1 (centres undefined)
3	-7	0.6	1	-30	-2	-34	-4	-16	-7	Cc1cc(C)n2c(SCC(=O)Nc3c(C)n(C)n(-c4ccccc4)c3=O)nnc2n1
-2	-6	0.2	4	-1	-2	-4	-2	-2	3	CCOc1ccc(NC(=O)CCn2nc(C)c(S(=O)(=O)N3CCCCC3)c2C)cc1
-5	-1	-0.6	-6	1	1	4	2	-7	8	CCCNC(=O)NC(=O)CSc1nc(C)cs1
6	-1	0.5	-4	2	1	3	-3	-7	-9	O=C(c1ccc2c(c1)C(=O)N(CCCO)C2=O)c1ccc2c(c1)C(=O)N(CCCO)C2=O
3	-6	0.4	5	0	1	-3	4	5	4	COC(=O)c1ccc(NC(=O)CSc2nnc(C3CC3)n2C)cc1
-27	12	0.3	-4	-1	2	-3	6	-5	1	Cc1ccc(C)c(OCC(=O)OCc2csc(CC(=O)Nc3ccccc3C)n2)c1
2	10	-0.7	-7	2	5	3	1	11	-1	CCC(C)(C)NC(=O)C(c1ccc(F)cc1)N(Cc1ccccc1)C(=O)c1cnccn1 (centres undefined)
-10	-3	0.5	-3	-1	0	-4	-3	1	7	COc1ccc(/C=C(\NC(=O)c2ccc(C)cc2)C(=O)NCCCn2ccnc2)cc1
-6	-9	0.1	0	-3	5	-2	2	-3	-1	Cc1ccccc1Nc1nc(N)nc(CSCC(=O)Nc2cccc(Br)c2)n1
10	-14	-0.9	6	2	-2	-7	2	4	5	CCCN(CCC)CCNC(=O)CN1C(=O)COc2ccc(S(=O)(=O)N3CCOCC3)cc21
2	·	·	-3	0	1	1	-6	·	0	CC1CCC2(CCC(=O)N2C[C@@H](O)c2ccccc2)CC1 (some centres undefined)
0	-9	0.0	2	-4	2	-19	-1	6	2	O=C(N/N=C/c1cccnc1)c1ccccc1NS(=O)(=O)c1cccs1
6	-12	0.0	3	4	-3	-8	0	-1	0	Cc1ccc2c(C)c(C(=O)N(C)Cc3nccn3C)oc2c1C

Molecules above containing fluorine:
HGIII-sPLA2 inh	ASAP1 GAP inh	proKLK7 act	Tn7 DDE FP	PLC-gamma1 inh	UHRF1 binding	PLCb3 inh	Rev-erbA mod	ARFGAP1 inhibitor	Tn6 DDE FP	SMILES
-43	-5	-0.1	-1	3	4	2	-2	0	-2	C=CCC[C@H](Cc1ccc(F)cc1)C(=O)OC[C@@H](C)NC(=O)[C@@H](CC=C)CC(=O)N[C@H](CO)Cc1ccccc1
5	1	0.1	-2	3	1	-3	-3	-1	6	Cc1cc(N2CCN(Cc3cn(C)nc3-c3ccccc3F)CC2)cc(C)n1
2	-3	-0.3	0	-1	0	-9	1	2	-2	CCNC(=S)N1CCc2cc(OC)c(OC)cc2C1COc1ccc(F)cc1 (centres undefined)
2	10	-0.7	-7	2	5	3	1	11	-1	CCC(C)(C)NC(=O)C(c1ccc(F)cc1)N(Cc1ccccc1)C(=O)c1cnccn1 (centres undefined)

(listing goes on)
HGIII-sPLA2 inh	ASAP1 GAP inh	proKLK7 act	Tn7 DDE FP	PLC-gamma1 inh	UHRF1 binding	PLCb3 inh	Rev-erbA mod	ARFGAP1 inhibitor	Tn6 DDE FP	SMILES
3	-2	-0.6	2	0	1	1	-4	7	-6	COCCn1c(N)c(N(Cc2ccccc2)C(=O)CSCC(=O)Nc2ccc(C)cc2)c(=O)[nH]c1=O
-1	9	-0.4	6	2	-2	0	-3	-1	7	C=CCc1ccccc1Oc1cc(OC)nc(N)n1
0	11	-0.4	-4	2	3	-2	5	5	4	N#CCCN1C(=O)C2(OCCO2)c2ccccc21
-4	-2	0.5	-2	-2	-1	-10	4	-3	-2	CCOC(=O)C1CCCN(C(=O)c2ccc(NC(=O)CC3SC(N4CCCC4)=NC3=O)cc2)C1 (centres undefined)
4	-5	0.0	1	0	2	-1	8	11	-4	Cc1cc(NC(=O)CN2C(=O)NC3(CCCCCC3)C2=O)no1
5	10	0.8	-2	-31	0	-50	1	2	2	Cc1cccc2cc(CN(Cc3nnnn3C3CCCC3)C3CCCCC3)c(=O)[nH]c12
-5	8	-0.3	4	-1	14	0	4	3	-4	Nc1ncnc2c1ncn2[C@@H]1O[C@H](CNCc2c(OCc3ccccc3F)ccc3ccccc23)[C@@H](O)[C@H]1O
3	4	0.0	-3	-3	-1	-5	-6	-5	9	COC(=O)c1c(N)c2ccccc2[nH]c1=O
3	4	0.5	-10	-28	-1	1	-5	1	0	CN(C)S(=O)(=O)c1ccc(C(=O)N2CCN(C(=O)C3CCCO3)CC2)cc1 (centres undefined)
-3	-1	-0.1	2	-2	7	-7	0	-1	-11	O=C(O)C(Cc1ccccc1)N=Cc1c(O)c2ccccc2oc1=O (centres undefined)
-2	23	-0.1	3	-4	-2	-2	3	-1	10	COc1ccc(-c2noc(CCCC(=O)NC3CCCCC3)n2)cc1OC
-9	2	-0.6	3	-5	2	-6	0	5	3	CC1CCN(S(=O)(=O)c2ccc(S(=O)(=O)NCc3cccnc3)cc2)CC1
12	-15	0.1	8	-1	1	-8	2	-2	0	Cc1c(C(=O)O)oc2ccc(S(=O)(=O)N3CCCC3)cc12
5	-2	-0.2	3	2	0	-7	1	-6	-2	CC(C)c1nnc(NC(=O)CSc2nnc(NC(=O)c3c(F)cccc3F)s2)s1
-2	-6	-0.6	0	1	-2	-7	2	3	5	CCC(C)[C@H](NC(=O)NCc1ccc(F)cc1)C(=O)O (some centres undefined)

Screening results: PubChem BioAssay, several laboratories
